hcGAS inh: Primary biochemical luminescence assay for human cyclic GMP-AMP synthase inhibitors; recombinant h-cGAS, ATP depletion, Kinase-Glo luminescence; AID 1259398, 2018; Q8N884; 290,000 tested, 0.081% active; inhibition, % at 12.5 µM;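 also: 0% = vehicle reaction and 100% = reaction without DNA for no activity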
Target sequence (Q8N884 whole entry, looked up): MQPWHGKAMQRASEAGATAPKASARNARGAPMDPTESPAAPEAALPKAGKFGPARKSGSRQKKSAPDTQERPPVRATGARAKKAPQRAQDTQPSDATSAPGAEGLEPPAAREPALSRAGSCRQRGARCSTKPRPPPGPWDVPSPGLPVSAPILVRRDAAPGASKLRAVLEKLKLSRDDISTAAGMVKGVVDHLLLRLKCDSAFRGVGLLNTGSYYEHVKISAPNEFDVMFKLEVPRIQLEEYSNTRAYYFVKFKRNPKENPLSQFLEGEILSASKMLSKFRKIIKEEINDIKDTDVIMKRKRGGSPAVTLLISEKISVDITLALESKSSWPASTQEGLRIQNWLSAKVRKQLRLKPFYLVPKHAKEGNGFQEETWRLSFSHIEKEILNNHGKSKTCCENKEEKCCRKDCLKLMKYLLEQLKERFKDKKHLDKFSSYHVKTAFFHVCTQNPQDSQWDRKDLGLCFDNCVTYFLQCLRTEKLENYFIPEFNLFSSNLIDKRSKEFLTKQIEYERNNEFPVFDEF
NPYLR7 ag: agonists of mosquito NPYLR7 receptor, primary screen, cell-based, Aedes aegypti, calcium fluorescence, mosquito biting behavior. Aedes aegypti neuropeptide Y-like receptor 7 (NPYLR7). 270,000 tested, 0.15% active. HEK293T NPYLR7/Galpha15, GCaMP6s calcium fluorescence. activation, % at 10 µM; in the data active = activation above about 40%;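 also: 0% = vehicle and 100% = reference agonist at the receptor; some compounds past the cut are filed as inactive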
mcGAS inh: cyclic GMP-AMP synthase inhibitors, mouse, primary biochemical chemiluminescence | 160,000 tested, 0.15% active | recombinant cGAS, Kinase-Glo ATP depletion luminescence | inhibition, % at 12.5 µM;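 also: 0% = negative control wells and 100% = reference inhibitor with no enzyme activity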
Starred values were filed as active, the others as inactive; . = not tested or not shown; & = joins results of further samples. Rule as the data show it, unless noted: active = inhibition above about 40%; inactive = the rest.

SMILES | hcGAS inh | NPYLR7 ag | mcGAS inh
O=C(CC1CSc2nccc(=O)n21)NCCC(c1ccccc1)c1ccccc1 (centres undefined) | -7 | -3 | .
S=C(Nc1cccc(Cl)c1)Nc1ccc2cn[nH]c2c1 | -4 | -3 | .
Cc1ccc(NC(=O)c2cc3c(C(F)(F)F)cc(=O)[nH]c3o2)c(Cl)c1 | 6 | 4 | .
COc1c[nH]c(C(=O)N[C@@H]2CC[C@@H](N)C2)cc1=O | -11 | -4 | .
S=C(NC1COc2ccccc21)NC1CC2CCC1C2 (centres undefined) | -6 | 3 | .
COc1cccc(CSc2nnc(CNC(=O)Nc3ccc(C)cc3C)n2-c2ccc([N+](=O)[O-])cc2)c1 | -2 | 14 | -5
CCc1nc2n(n1)C(=O)C(C(c1cccs1)N1CCc3ccccc3C1)S2 (centres undefined) | 0 | -3 | -1
CC(=O)c1ccc(OCC(O)CN2CCC(CN3C(=O)c4cccc5cccc(c45)C3=O)CC2)cc1 (centres undefined) | -8 | 27 | .
CC1(C)COC(C(C)(C)CN(Cc2ccc(F)cc2)C2CC2)OC1 | -6 | 2 | .
CN(Cc1ccccc1)C1CCCN(Cc2ccc(Oc3ncccn3)cc2)C1 (centres undefined) | -7 | 1 | .
Cc1oc(-c2ccc(C(F)(F)F)cc2)nc1CN(C)Cc1ccc2nccnc2c1 | -4 | 8 | -7
Cc1ccc(C(CC(=O)N2CCN(c3cccc(C(F)(F)F)c3)CC2)c2c[nH]c3ccccc23)c(C)c1 (centres undefined) | -10 | 6 | -5
Cc1cccc(N2CC(O)(c3cccs3)[N+]3=C2CCCCC3)c1 (centres undefined) | 2 | -3 | -1
CC(NC(=O)CSc1nnc(-c2ccc(Br)cc2)o1)C12CC3CC(CC(C3)C1)C2 (centres undefined) | -5 | 6 | .
CN(C)C(=O)n1nnnc1Cc1ccc(-c2ccccc2)cc1 | 0 | -13 | .
CN1C(=O)CC(C(=O)O)SC1=Nc1ccc(I)cc1 (centres undefined) | 2 | 6 | .
Cc1c(C(=O)N2CCN(C(=O)C(Cl)Cl)CC2)cc(-c2ccc(F)cc2)n1-c1ccccc1 | -1 | 8 | -3
COc1ccc(C(=O)N2CCN(C(C(=O)Nc3ccc(F)cc3F)C3CCCC3)CC2)cc1 (centres undefined) | -8 | 4 | -5
O=S(=O)(NCc1ccccn1)c1ccccc1 | -12 | -4 | -4
COc1ccc(CNC(=O)c2sc(=O)n(Cc3ccc(S(C)(=O)=O)cc3)c2C)cc1 | 0 | 7 | .
CC(=O)Nc1ccc(-n2ccc3nc4ccn(CCCN(C)C)c(=O)c4cc3c2=O)cc1 | -5 | 4 | .
CC(c1ccccc1)n1c(SCC(=O)O)nnc1-c1cccnc1 (centres undefined) | -4 | 12 | -12
CC1=Nc2ccc3ccccc3c2C1(C)C | -5 | -12 | -4
COc1cccc(-n2c(=O)c3ccccc3n(CC(=O)N3CCCC3)c2=O)c1 | -5 | -4 | -6
COC(=O)C1CN(Cc2ccccc2)C(=O)CN1S(C)(=O)=O (centres undefined) | -9 | 13 | .
COc1ccc(Nc2nccnc2C#N)cc1Br | -9 | 1 | .
Cc1ccc(C)c2[nH]c(=O)c(CCNC(=O)Cc3cccc4ccccc34)cc12 | -8 | -1 | -7
Cc1ccccc1C1c2ccsc2CCN1C(=O)CN(Cc1ccco1)C(=O)CCC1CCCC1 (centres undefined) | -11 | 21 | -3
O=C(Nc1ccc(O)c(-c2nc3ccccc3o2)c1)c1cc([N+](=O)[O-])ccc1Cl | -7 | -2 | -5
O=S(=O)(NCc1cn2ccccc2n1)c1ccc(Cl)cc1 | -2 | 3 | .

Given in CSV form: entries from further up.
mol,hcGAS inh,NPYLR7 ag,mcGAS inh
CN1C(=O)CC(C(=O)O)SC1=Nc1ccc(I)cc1 (centres undefined),2,6,.
Cc1c(C(=O)N2CCN(C(=O)C(Cl)Cl)CC2)cc(-c2ccc(F)cc2)n1-c1ccccc1,-1,8,-3
COc1ccc(C(=O)N2CCN(C(C(=O)Nc3ccc(F)cc3F)C3CCCC3)CC2)cc1 (centres undefined),-8,4,-5
O=S(=O)(NCc1ccccn1)c1ccccc1,-12,-4,-4
COc1ccc(CNC(=O)c2sc(=O)n(Cc3ccc(S(C)(=O)=O)cc3)c2C)cc1,0,7,.
CC(=O)Nc1ccc(-n2ccc3nc4ccn(CCCN(C)C)c(=O)c4cc3c2=O)cc1,-5,4,.
CC(c1ccccc1)n1c(SCC(=O)O)nnc1-c1cccnc1 (centres undefined),-4,12,-12
CC1=Nc2ccc3ccccc3c2C1(C)C,-5,-12,-4
COc1cccc(-n2c(=O)c3ccccc3n(CC(=O)N3CCCC3)c2=O)c1,-5,-4,-6
COC(=O)C1CN(Cc2ccccc2)C(=O)CN1S(C)(=O)=O (centres undefined),-9,13,.
COc1ccc(Nc2nccnc2C#N)cc1Br,-9,1,.
Cc1ccc(C)c2[nH]c(=O)c(CCNC(=O)Cc3cccc4ccccc34)cc12,-8,-1,-7
Cc1ccccc1C1c2ccsc2CCN1C(=O)CN(Cc1ccco1)C(=O)CCC1CCCC1 (centres undefined),-11,21,-3
O=C(Nc1ccc(O)c(-c2nc3ccccc3o2)c1)c1cc([N+](=O)[O-])ccc1Cl,-7,-2,-5
O=S(=O)(NCc1cn2ccccc2n1)c1ccc(Cl)cc1,-2,3,.

Just mcGAS inh (2 entries from above):
mol	mcGAS inh
Cc1ccc(C)c2[nH]c(=O)c(CCNC(=O)Cc3cccc4ccccc34)cc12	-7
Cc1cccc(N2CC(O)(c3cccs3)[N+]3=C2CCCCC3)c1 (centres undefined)	-1

More compounds follow:
SMILES | hcGAS inh | NPYLR7 ag | mcGAS inh
NC(=O)CCN(Cc1ccccc1)C(=O)CSc1ccc(Cl)cc1 | -6 | 1 | -7
COc1ccccc1OCc1nc(C(=O)NC(C)C)cs1 | -9 | 6 | -8
CCCC1COCCN1Cc1cccc(C)c1O (centres undefined) | -7 | 3 | -11
COc1cccc(-c2ccccc2NC(=O)C2CCN(Cc3ccc4nonc4c3)CC2)c1 | -2 | -3 | -1
CC(C)N1C(=O)C2(SCCN2C(=O)Nc2cccc(Cl)c2)c2ccccc21 (centres undefined) | 1 | 1 | -5
CC(=O)Nc1ccc(NC(=O)C(C)Sc2nc3ccccc3c(=O)n2-c2cccc(Cl)c2)cc1 (centres undefined) | -4 | 2 | -6
CCSc1nnc(NC(=O)C2CSC3(C)CCC(=O)N23)s1 (centres undefined) | -3 | 7 | .
COc1ccc(C(=O)C2CCCN(C(=O)c3cc4ccccc4oc3=O)C2)cc1OC (centres undefined) | -2 | 13 | .
CC(C(=O)O)n1cc(-c2ccc(C(N)=O)cc2)cn1 (centres undefined) | -7 | 4 | .
CN(CCc1nc2ccc(Cl)cc2[nH]1)C(=O)c1ccccc1O | -4 | 0 | -11
COCCNc1nc(CN2CCN(C(C)=O)CC2)nc2ccc(Cl)cc12 | -8 | 17 | -14
CC1Cc2ccccc2N1C(=O)C1CCN(c2ccc(C#N)cn2)CC1 (centres undefined) | -15 | -3 | .
COC(=O)c1ccc(Cn2c(C)c(C(=O)NCc3cccc(Cl)c3)sc2=O)o1 | -6 | 5 | .
COC(=O)CCCCCCCCC(=O)NCCC(=O)N1CCC(C(=O)Nc2ccc(OC)cc2)CC1 | -7 | -2 | -7
Cc1ccc(-n2c(SCc3ccc(F)cc3)nnc2C(C)NC(=O)Nc2cccc(C(F)(F)F)c2)cc1 (centres undefined) | -1 | 18 | -4
COc1ccc(CN2CCC2(C)C(=O)NC2CC2)c2ccccc12 (centres undefined) | 1 | 4 | .
CC(C)CCc1ncc(S(C)(=O)=O)c(C2CCCNC2)n1 (centres undefined) | -15 | . | -8
CCCN(Cc1nnc(-c2ccco2)o1)C(=O)CN1C(=O)NC2(CCCCC2)C1=O | -5 | 1 | -2
COc1cc(Cc2cnc(N)nc2N)cc(OC)c1OC | -8&-5&-7&17 | -1&3&0&1 | -5&-1
CC(C)c1nccn1CCCNC(=O)c1ccc(N2CCOC(C)(C)C2)nc1 | 2 | -1 | .
CN(C)CCNC(=O)c1csc2c1CCCCC2 | -10 | 7 | -5
CN(C)c1nccc(NC(=O)Cc2cc(F)ccc2F)n1 | -9&5 | 9&3 | .
CCCCCCn1c(SC(C)CC)nc2c1c(=O)[nH]c(=O)n2C (centres undefined) | -5 | 5 | -9
O=C(CCN1CCc2sccc2C1c1ccccc1)N1CCCN(C(=O)c2cccc(Cl)c2)CC1 (centres undefined) | 0 | 5 | -3
Cc1cn(CC(=O)N2CCCC(N(C)CCc3ccccc3)C2)c(=O)[nH]c1=O (centres undefined) | -8 | -2 | .
Cn1c(=O)c2c(ncn2CC(O)CN2CCOCC2)n(C)c1=O (centres undefined) | -4 | -1 | .
COCCn1c(=O)c2c(nc3n2CCCN3CCc2ccccc2)n(C)c1=O | -5 | 17 | .
CN(C)S(=O)(=O)CCCN1CCC2(CCCNC2=O)C1 (centres undefined) | 20 | . | 5
O=C1NC2(CCN(C(=O)CCc3ccccc3)CC2)Nc2cccc(F)c21 | -5 | 0 | -4
COC(=O)c1cncc(N(C)Cc2cccc(Cl)c2)n1 | 1 | 21 | 1
Cc1ccccc1C(=O)NNC(=O)c1cc2ccccc2o1 | 3 | 5 | 2
C=CCN(C)Cc1ccc(C(=O)Nc2ccc3ncccc3c2)cc1 | -5 | -2 | .
COc1ccc2sc(C(=O)Nc3c(C)cc(C)cc3C)c(Cl)c2c1 | -6 | 3 | -6
CC(Cc1ccncc1)NC(=O)c1cc(Cn2cnc3ccccc32)[nH]n1 (centres undefined) | -6 | 1 | .
CCCCCSc1nnc2nc(C)cc(C)n12 | 4 | 4 | .
CC1CCCN(c2cc(Nc3ccccc3O)c([N+](=O)[O-])c3nonc23)C1 (centres undefined) | -5 | -14 | .
O=C(O)c1cc(C2CC2)nc2c1cnn2Cc1ccsc1 | -8 | -1 | -12
Cn1c(=O)n(Cc2ccccc2Cl)c(=O)c2c1nc1oc(C(C)(C)C)cn12 | -2 | -6 | .
O=C(N=Nc1c(O)[nH]c2ccc(Br)cc12)c1ccc(Cl)cc1Cl | -5 | -9 | -5
COc1ccc(CC(=O)N2CCC(C3(C)NC(=O)N(Cc4ccsc4)C3=O)CC2)cc1OC (centres undefined) | 1 | 10 | 2
Cc1cc(Nc2ccc(F)cc2)nc2nn(CCc3ccccc3)c(=O)n12 | -3 | -7 | .
Cc1oc(-c2ccc(C(F)(F)F)cc2)nc1CN(C)CC1COc2ccccc2O1 (centres undefined) | -4 | -9 | -5
COc1ccc(-c2cnc(-n3cnnc3)c(C)c2)cc1Cl | -6 | 0 | -19
Cc1ccc(C)c(-n2nc(-c3ccc(C)c(C)c3)cc2C(=O)NCCC(c2ccccc2)c2ccccc2)c1 | -5 | -1 | -4
CN(CC(=O)Nc1cccc(F)c1)C(=O)c1cccc(N2CCCC2=O)c1 | -3 | -1 | -6
Nc1ccc(N)c([N+](=O)[O-])c1 | -30 | -5 | -16
COc1cccc(-c2nnc(Cn3nc(C)ccc3=O)o2)c1 | -4 | 3 | .
COc1ccc(N2CN=c3sc(=C4C(=O)Nc5ccc(OC)cc54)c(=O)n3C2)cc1 | -3 | 3 | .
CC(=O)Nc1ccc(SCc2ccc(C(=O)N3C4CCC3CC(Oc3cccc(C#N)c3)C4)cc2)cc1 (centres undefined) | -3 | -1 | -3
CC(C)(C)C1CCC(C(=O)NNC(=O)c2cccc(Cl)c2)CC1 (centres undefined) | -2 | 2 | .
Next section.
SMILES | hcGAS inh | NPYLR7 ag | mcGAS inh
Cc1ccc(N2CC(C(=O)NNC(=O)C3COc4ccccc4O3)CC2=O)cc1 (centres undefined) | 10 | 0 | -2
Cc1ccc(S(=O)(=O)c2cnc(SCC(=O)NCc3ccccc3)[nH]c2=O)cc1Cl | -5 | 4 | -4
OCC1(CCc2ccccc2)CCN(Cc2cnc(N3CCCC3)s2)CC1 | -4 | 5 | .
COc1ccc2[nH]c3c(c2c1)CCN(C(=O)c1ccc(OC)c(C(F)(F)F)c1)C3c1ccc(COC(C)=O)o1 (centres undefined) | -3 | 6 | -5
COc1ccc(/C=C/C(=O)NC(C)C)cc1S(=O)(=O)N(C)C | -5 | 9 | .
O=C(CN1CN(c2ccccc2)C2(CCN(C(=O)Nc3ccc(Cl)c(Cl)c3)CC2)C1=O)NC1CC1 | -5 | 25 | -5
COc1ccc(S(=O)(=O)N2CCN(c3ncccc3NC(=O)c3ccc4c(c3)OCO4)CC2)c(OC)c1 | -5 | 2 | -7
O=C1NCCN2CCN(C(=O)NCCc3ccccc3)CC12 (centres undefined) | 1 | -1 | .
COc1ccc(-c2nnc(-c3cccc([N+](=O)[O-])c3)o2)cc1 | -9 | 0 | .
CC1CCN(C(=N)N)CC1 | 9 | 2 | .
O=C(NC1CCC(NC(=O)[C@H]2CCCN2C(=O)COCc2ccccc2)CC1)c1ccccc1 (some centres undefined) | 2 | 3 | -4
COc1ccc(S(=O)(=O)Nc2cc3c4c(oc3c3ccccc23)CC(C)(C)CC4=O)cc1 | -7 | -9 | -5
Cc1cc(C)c(CN2CCN(c3cc(-c4ccccc4)nc4ncnn34)CC2)c(C)c1 | -4 | 15 | -7
Cc1cc([N+](=O)[O-])nn1CC(=O)Nc1cc(C(F)(F)F)ccc1Cl | 4 | -1 | .
CSc1ccccc1NC(=O)C1(C)CCN1C(=O)C1(c2ccccc2)CCCC1 (centres undefined) | -9 | 8 | -4
COc1ccnc(N2CCN(CC3=CSC4=NCCCN34)CC2)n1 | -8 | -7 | -16
Cc1ccccc1NC(=O)CCNC(=O)c1ccc(C2CCCO2)s1 (centres undefined) | -6 | -2 | .
CNC(=O)c1ccc(-c2cc(NCCN(C)C)nc3[nH]ccc23)o1 | -1 | 8 | .
Cc1ccc(Cn2c(=O)c3c(nc4oc(C(C)(C)C)cn43)n(C)c2=O)cc1 | -9 | -7 | .
